# From PubChem
# PLC-gamma1 inh: blocks human PLC-gamma1 enzyme activity | P19174 | purified PLC-gamma1, fluorogenic substrate, fluorescence | inhibition, % at 12.2 µM | 370,000 compounds, 0.84% hits; in the data active = inhibition above about 9.5%
# DAX1 inh-1: NR0B1 (DAX1) inhibition. 340,000 compounds, 0.99% hits. inhibition, % at 6.75 µM. P51843. AID 504766. HEK293 Gal4-DAX1 luciferase reporter, luminescence;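 active = inhibition above the mean over all tested compounds plus 3 SD, cut at about 4.2% in these data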;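 note: 0% = DAX1-transfected cells with DMSO and 100% = empty-vector control cells with DMSO; inhibition shows as a rise in luminescence from relieved DAX1 repression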
# hcDAF-12 act: activators of H. contortus DAF-12 nuclear receptor. HEK293 hcDAF-12 lit1-tk-luc reporter, luminescence; 0% DMSO, 100% Δ7-dafachronic acid. activation, % at 6.8 µM. 370,000 compounds, 1.4% hits. AID 652067;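 active = activation above the mean of all tested compounds plus 3 SD, cut at about 5.5% in these data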;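 note: 100% = response to 3 µM Δ7-dafachronic acid high control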
# hgDAF12 agonist: agonists of H. glycines DAF-12 nuclear receptor. HEK293 GAL4-hgDAF12 UAS-luciferase reporter, agonist luminescence; normalized to butyrate control. 370,000 compounds, 1.8% hits. AID 687014. activation, % at 6.8 µM;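 active = activation above a cutoff set at the mean of all screened compounds plus 3 SD, cut at about 10% in these data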;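 note: 0% = DMSO wells and 100% = sodium butyrate wells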
# PLC-beta3 inh: blocks human PLC-beta3 enzyme activity | Purified PLC-beta3, fluorogenic substrate, fluorescence | AID 720704 | 370,000 compounds, 0.18% hits | inhibition, % at 12.2 µM | Q01970; in the data active = inhibition above about 11%;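 note: 0% = median of compound wells on plate and 100% = full blocker control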
# ADAM17 inh: ADAM17 inhibition, QFRET primary screen. 370,000 compounds, 0.83% hits. inhibition, % at 6.95 µM. recombinant ADAM17, EDANS/DABCYL FRET peptide cleavage;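 active = inhibition above the mean of compounds lying between control limits plus 3 SD, set per campaign, cut at about 8.5% in these data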;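 note: 0% = DMSO-only wells as the low control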
# SMARCA2 act: activators of SMARCA2 function; MG213 cells, MMTV-luciferase reporter, dexamethasone, overnight; activation, % at 9.1 µM; 370,000 compounds, 1% hits; AID 652017; in the data active = activation above about 7.8%;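 note: 0% = vehicle wells and 100% = reference activator wells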
# ssDAF-12 act: S. stercoralis DAF-12 activation, primary screen; activation, % at 6.8 µM; HEK293 ssDAF-12/GRIP1 lit1-tk-luc reporter, luminescence; % of 3 µM dafachronic acid response; 370,000 compounds, 1% hits; AID 652126;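 active = activation above the mean over all tested compounds plus 3 SD, cut at about 0.9% in these data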;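 note: 0% = DMSO-only wells and 100% = 3 µM delta7-dafachronic acid wells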
# DAX1 inh-2: inhibitors of DAX1 repression of SF-1 activated StAR promoter; 370,000 compounds, 1.1% hits; HEK293T StAR-luciferase reporter, SF-1/DAX-1 repression relief; AID 652010; inhibition, % at 6.8 µM;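 active = inhibition above the mean over all tested compounds plus 3 SD, cut at about 3.6% in these data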;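 note: 0% = DAX-1 cells with DMSO and 100% = cells lacking DAX-1 with DMSO; higher inhibition means more luminescence from relief of DAX-1 repression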
# MBD2 DNA inh: blocks human MBD2 binding to methylated DNA; 370,000 compounds, 0.31% hits; TR-FRET, MBD2 binding to methylated oligonucleotide; inhibition, % at 4.4 µM; in the data active = inhibition above about 13%
# Target sequence (Q9UBB5 whole entry, looked up): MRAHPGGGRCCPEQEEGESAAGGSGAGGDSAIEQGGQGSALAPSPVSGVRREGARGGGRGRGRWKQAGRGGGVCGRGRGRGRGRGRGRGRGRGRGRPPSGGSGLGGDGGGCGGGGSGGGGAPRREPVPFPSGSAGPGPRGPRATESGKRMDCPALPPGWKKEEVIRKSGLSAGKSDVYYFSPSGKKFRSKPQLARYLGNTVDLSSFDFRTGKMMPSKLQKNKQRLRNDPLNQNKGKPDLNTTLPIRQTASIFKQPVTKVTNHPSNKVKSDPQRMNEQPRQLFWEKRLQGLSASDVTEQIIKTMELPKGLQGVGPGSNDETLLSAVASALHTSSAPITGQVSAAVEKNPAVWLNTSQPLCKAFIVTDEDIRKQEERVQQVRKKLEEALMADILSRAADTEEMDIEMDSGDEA
# Rev-erbA mod: modulators of human Rev-erb alpha DNA binding. P20393. Rev-erbα–FITC-DNA binding, fluorescence polarization, 90 min. activity, % at 10 µM. 370,000 compounds, 0.79% hits;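 active = activity above about 14%, limit read from the data; passing the limit was not always enough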;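 note: 0% = DMSO wells with 35 nM protein and 100% = DMSO wells with 750 nM protein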
# Target sequence (P20393 whole entry, looked up): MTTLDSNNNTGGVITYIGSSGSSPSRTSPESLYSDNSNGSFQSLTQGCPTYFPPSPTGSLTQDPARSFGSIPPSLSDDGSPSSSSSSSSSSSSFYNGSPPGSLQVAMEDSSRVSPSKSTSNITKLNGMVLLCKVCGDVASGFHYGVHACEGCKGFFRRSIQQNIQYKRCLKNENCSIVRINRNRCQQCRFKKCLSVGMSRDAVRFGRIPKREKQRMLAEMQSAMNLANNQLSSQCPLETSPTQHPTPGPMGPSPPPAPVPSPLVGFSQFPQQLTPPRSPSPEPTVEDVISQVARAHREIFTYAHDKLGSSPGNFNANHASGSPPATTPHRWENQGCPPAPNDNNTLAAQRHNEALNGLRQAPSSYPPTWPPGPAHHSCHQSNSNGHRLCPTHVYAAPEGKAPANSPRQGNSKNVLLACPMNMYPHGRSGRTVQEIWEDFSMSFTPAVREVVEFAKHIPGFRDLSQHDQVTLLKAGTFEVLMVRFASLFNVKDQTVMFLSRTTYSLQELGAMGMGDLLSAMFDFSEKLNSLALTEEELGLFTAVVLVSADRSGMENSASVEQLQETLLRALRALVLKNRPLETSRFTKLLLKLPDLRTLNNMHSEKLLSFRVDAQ
# Active calls of the source: *; nt = no result given.
no.	canonical_smiles	PLC-gamma1 inh	DAX1 inh-1	hcDAF-12 act	hgDAF12 agonist	PLC-beta3 inh	ADAM17 inh	SMARCA2 act	ssDAF-12 act	DAX1 inh-2	MBD2 DNA inh	Rev-erbA mod
1	Cc1ccc(-c2c3c([nH]c(=S)c2C#N)CCCC3)o1	-13	0.5	-0.6	-0.6	-17	-8	-2	-1.2	-0.8	-1	-11
2	N/C(Cc1ccc([N+](=O)[O-])cc1)=N\OC(=O)C1CCCCC1	1	0.5	-0.2	4.2	-2	-3	0	-1.6	-0.3	3	1
3	Clc1ccc(CN2CCN(c3ncccn3)CC2)c(Cl)c1	-2	-2.2	-1.4	-1.4	-5	-2	-5	-1.3	-1.0	1	3
4	CC1=CC(C)(C)N(C(=O)CSc2nccn2C)c2cc(C)ccc21	-2	-1.5	-2.8	-2.0	-1	-5	-2	-1.5	-0.6	1	-2
5	CCn1c(-c2ccccc2Cl)nn(CC(=O)Nc2ccc(OC)cc2)c1=S	0	-0.9	-2.1	0.3	0	-7	-2	-1.5	-1.0	6	0
6	O=C(Cn1c(=O)n(-c2ccc(F)cc2)c(=O)c2sccc21)N1CCCC1	1	1.0	-1.6	-2.4	3	-2	-3	-1.9	-0.5	2	1
7	CC(C)N(CCC(=O)c1ccc2ccccc2c1)Cc1ccccc1	-8	-0.9	0.3	2.0	-10	-13	2	-0.8	-0.4	4	9
8	CC(NC(=O)CSc1nnc(-c2cc3cc(Cl)ccc3o2)n1C)c1ccccc1 (stereo not given)	-2	-1.3	-2.5	0.5	-6	-2	-2	-1.4	0.2	-5	2
9	Cc1nc(N)ncc1Sc1ccccc1	-2	0.6	-0.8	2.8	-11	-3	1	-1.8	0.5	-10	-3
10	CCn1c(SCC(=O)c2ccc3c(c2)OCCO3)nnc1-c1ccco1	-5	-0.3	-2.0	-0.4	4	-3	-1	-0.6	-0.4	-4	0
11	COc1ccc2oc(C(=O)OC/C(O)=C(\C#N)c3nc4ccccc4[nH]3)c(C)c2c1	-16	0.9	0.7	-1.7	-32	-9	-2	-0.7	0.0	-1	12
12	Cc1nn(-c2ccccc2)c(Cl)c1C(=O)OC(C)C(=O)NC(=O)NC1CCCCC1 (stereo not given)	-4	-0.3	3.3	-2.1	4	1	1	-1.3	-0.2	2	-9
13	CCC(C)(C)C1CCC2(CC1)NC(=O)N(CC(=O)NCCc1c[nH]c3ccccc13)C2=O (stereo not given)	3	0.8	6.8*	5.2	0	0	8.1*	0.4	-0.2	-4	4
14	COC(Cc1n[nH]c(=S)n1-c1ccccc1)OC	-2	1.9	-0.8	-1.5	-2	-6	-4	-0.8	-0.6	2	-9
15	CC(C)=NNc1nc2sc3c(c2c(=O)[nH]1)CC(C)(C)OC3	-192	0.8	0.9	0.3	-197	-136	-2	-1.2	0.2	-1	2
16	COc1ccc(C(C(=O)NCc2ccccc2)N(C(=O)c2snc(C(N)=O)c2N)C2CCCC2)cc1O (stereo not given)	-19	1.9	-0.5	-4.1	-34	-18	-2	-1.3	0.0	1	-7
17	O=C(Nc1ccc(F)cc1F)NC1CCCCCCC1	3	0.7	0.6	2.8	-3	-4	2	-0.6	3.2	-1	6
18	CCN(CC)P(=O)(/C(Cl)=C\Nc1c(C)n(C)n(-c2ccccc2)c1=O)N(CC)CC	-6	0.5	-0.5	1.1	-4	-3	1	-1.2	0.9	2	-5
19	CN(C)C(CNC(=O)c1ccc(Br)cc1)c1ccco1 (stereo not given)	0	-0.2	-0.8	0.5	-7	-4	1	-1.0	0.3	-6	-4
20	C/C(CC(=O)c1ccccc1)=N\NC(=O)CC#N	8	3.5	-0.1	1.9	3	2	-2	-1.3	0.7	-6	0

# Reprinted from the part before: 5 entries, then new ones.
no.	canonical_smiles	PLC-gamma1 inh	DAX1 inh-1	hcDAF-12 act	hgDAF12 agonist	PLC-beta3 inh	ADAM17 inh	SMARCA2 act	ssDAF-12 act	DAX1 inh-2	MBD2 DNA inh	Rev-erbA mod
16	COc1ccc(C(C(=O)NCc2ccccc2)N(C(=O)c2snc(C(N)=O)c2N)C2CCCC2)cc1O (stereo not given)	-19	1.9	-0.5	-4.1	-34	-18	-2	-1.3	0.0	1	-7
17	O=C(Nc1ccc(F)cc1F)NC1CCCCCCC1	3	0.7	0.6	2.8	-3	-4	2	-0.6	3.2	-1	6
18	CCN(CC)P(=O)(/C(Cl)=C\Nc1c(C)n(C)n(-c2ccccc2)c1=O)N(CC)CC	-6	0.5	-0.5	1.1	-4	-3	1	-1.2	0.9	2	-5
19	CN(C)C(CNC(=O)c1ccc(Br)cc1)c1ccco1 (stereo not given)	0	-0.2	-0.8	0.5	-7	-4	1	-1.0	0.3	-6	-4
20	C/C(CC(=O)c1ccccc1)=N\NC(=O)CC#N	8	3.5	-0.1	1.9	3	2	-2	-1.3	0.7	-6	0
21	Cc1cc(C)nc(N/N=C/c2ccc(N3CCOCC3)cc2)n1	0	-1.0	-1.6	-2.1	-10	-1	-2	-0.5	-0.2	0	-2
22	O=C(C1CCN(S(=O)(=O)N2CCCCC2)CC1)N1CCCCC1	-1	1.9	-0.6	-3.9	-1	-5	-1	-1.0	-0.5	2	5
23	O=C(NN1CCOCC1)c1ccc(S(=O)(=O)N2CCCCC2)cc1	4	0.3	-1.9	2.0	-4	0	4	-1.3	0.0	-6	2
24	COc1ccc2ccc3cccc[n+]3c2c1	-175	2.6	-0.6	-2.1	-245	-500	-1	-1.6	0.0	2	-7
25	O=S(=O)(Nc1nccs1)c1ccc(Br)cc1	0	-0.4	0.1	1.3	0	-2	-3	-0.8	-0.6	2	-6
26	CN1CCC(N(C)C(=O)c2ccc(Cl)c(S(=O)(=O)N3CCc4ccccc43)c2)CC1	-1	0.0	-0.6	-1.2	-6	-6	-2	-0.3	0.1	2	4
27	Cc1cc2cc(CN(Cc3nnnn3C3CCCCC3)CC3CCCO3)c(=O)[nH]c2cc1C (stereo not given)	-59	-0.4	-0.3	-1.5	-60	-15	0	-1.2	-0.1	-6	-5
28	Oc1ccccc1CNCc1ccccc1	0	0.6	-0.9	2.6	3	1	5	-0.1	-0.1	1	2
29	Cn1c(=O)[nH]c(=O)c2[nH]c(CO)nc21	0	-0.3	-1.1	2.7	2	-3	-1	-0.8	-0.4	-3	5
30	CC[C@@H]1CCCCc2ccccc2[C@H](C(=O)C[C@@H](O)CC(C)=O)OC1=O	-2	-0.3	-1.5	2.6	0	-6	0	-0.8	0.2	1	6
31	Cc1ccccc1CSCC(=O)Nc1ccccc1F	-1	1.0	2.1	0.7	-4	-2	2	-1.3	1.1	4	-2
32	CCc1ccccc1NC(=O)NCc1ccccn1	2	0.0	-1.4	1.6	-6	0	1	-1.1	1.2	1	-3
33	Cc1cc(C)c2c(=O)[nH]c(SCC(=O)N3CCOCC3)nc2n1	-3	-0.5	1.6	-2.0	-4	-16	1	-1.1	0.4	1	-1
34	CC1(NC(=O)c2cccc(S(=O)(=O)N3CCCc4ccccc43)c2)CCS(=O)(=O)C1 (stereo not given)	0	0.0	-0.8	-3.8	-6	1	-1	-1.0	-0.4	-4	1
35	COc1ccc(/C=C2\SC(=O)N(CCC(=O)Nc3ccccc3)C2=O)cc1OC	-2	-0.2	-1.0	0.5	2	-2	-3	-1.5	0.4	6	32*
36	CCN(Cc1ccccc1)c1c(C(=O)O)cnc2c1cnn2C	-7	nt	-0.3	-0.5	-10	-6	-3	-0.9	0.6	1	-7
37	Nc1nnc(-c2ccccc2Cl)s1	0	0.7	-0.4	0.3	-4	-7	0	-0.7	-0.4	1	-6
38	COc1ccc(OCCC(=O)OCC(=O)NC(=O)NC(C)(C)C)cc1	1	0.2	0.0	-0.1	0	-4	-1	-0.8	-0.5	2	-5
39	O=C(CSc1ncnc2scc(-c3ccc(Cl)cc3)c12)NCc1ccc2c(c1)OCO2	4	2.0	-1.1	-0.1	2	-1	3	-1.7	0.1	3	7
40	CC(=O)Nc1cccc(NC(=O)CSc2ncc(-c3ccc(Cl)cc3)n2Cc2ccco2)c1	-2	-3.1	-3.4	-4.8	-5	1	-4	-1.8	-2.2	2	4

# In another format: entries from further up
# Screens in order: PLC-gamma1 inh | DAX1 inh-1 | hcDAF-12 act | hgDAF12 agonist | PLC-beta3 inh | ADAM17 inh | SMARCA2 act | ssDAF-12 act | DAX1 inh-2 | MBD2 DNA inh | Rev-erbA mod
38. COc1ccc(OCCC(=O)OCC(=O)NC(=O)NC(C)(C)C)cc1
 : 1 | 0.2 | 0.0 | -0.1 | 0 | -4 | -1 | -0.8 | -0.5 | 2 | -5
39. O=C(CSc1ncnc2scc(-c3ccc(Cl)cc3)c12)NCc1ccc2c(c1)OCO2
 : 4 | 2.0 | -1.1 | -0.1 | 2 | -1 | 3 | -1.7 | 0.1 | 3 | 7

# Next results follow:
no.	canonical_smiles	PLC-gamma1 inh	DAX1 inh-1	hcDAF-12 act	hgDAF12 agonist	PLC-beta3 inh	ADAM17 inh	SMARCA2 act	ssDAF-12 act	DAX1 inh-2	MBD2 DNA inh	Rev-erbA mod
41	O=C(NC(Cc1ccccc1)C(=O)O)/C(=C\c1ccc(F)cc1)NC(=O)c1ccco1 (stereo not given)	-8	1.1	1.1	1.2	-18	-2	0	-0.2	0.1	-6	-3
42	Cc1cccc(NC(=O)CNC(=O)c2cccs2)n1	-2	0.6	0.5	4.6	-4	-5	-2	-1.0	-0.6	5	-9
43	CCN(CC(=O)Nc1ccc(NC(C)=O)cc1)C(=O)/C=C/c1ccc(S(=O)(=O)N2CCCCCC2)cc1	0	-0.7	-0.9	-3.1	-7	-3	-1	-0.4	3.4	-3	1
44	O=C(NCCO)C(=O)NCC1OCCCN1S(=O)(=O)c1cc(F)ccc1F (stereo not given)	1	0.0	0.3	0.7	-5	0	-3	-1.0	0.5	-1	-7
45	Nc1nc2nonc2nc1N	-2	nt	1.9	0.6	-5	-4	-3	-1.2	0.1	-3	-1
46	O=c1/c(=C\c2ccc3c(c2)OCO3)sc2n1CCCN=2	-9	4.6*	3.4	19*	-13	-4	2	0.1	3.0	2	3
47	O=C(Nc1ccccc1N1CCCCC1)c1ccc(-c2ccc(Cl)cc2)o1	-27	2.9	-0.8	3.3	-30	-3	-2	-0.4	-0.6	3	-1
48	CCN(CC)C(=O)CSc1nc2ccccc2c(=O)n1CCC(=O)NCCc1ccc(OC)c(OC)c1	3	0.3	-2.1	-0.1	-3	-2	-3	-1.4	0.0	3	0
49	CC(=O)C1=C(O)C(=CC=Cc2ccccc2)OC1=O	-57	-0.1	-0.4	4.8	-65	-8	-3	0.1	0.0	-1	-2
50	Cc1cc(C)cc(OC(=O)C23CCC(C)(C(=O)O2)C3(C)C)c1 (stereo not given)	9	-1.4	0.0	-2.5	-1	1	-1	-2.0	0.1	7	-8
51	COc1cc(C2C(C#N)=C(N)Oc3cc(C)n(CC4CCCO4)c(=O)c32)cc2c1OCO2 (stereo not given)	-4	1.1	-1.7	0.3	-7	-5	1	-0.9	0.0	-2	-3
52	COc1cc(C)ccc1S(=O)(=O)NC(=O)C1(C)CCN1C(=O)Cc1ccc(C(C)(C)C)cc1 (stereo not given)	2	nt	1.3	-1.5	0	2	3	-0.9	0.1	-2	-2
53	COc1ccc(-c2nnc(SCC(=O)Nc3sc4c(c3C#N)CCC4)n2CC2CCCO2)cc1 (stereo not given)	0	-1.7	-3.2	-4.3	1	-1	-2	-1.5	-1.3	-4	-1
